# Peg3 prom inh: inhibitors of Peg3 promoter. HeLa PEG-Prom luciferase reporter, luminescence, overnight. inhibition, % at 20 µM. hit rate 1.7% among 360,000;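 active = inhibition of at least 50% at 20 µM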
# aDG glyco up: alpha-DG glycosylation activation | Pro5-aDG cells, alpha-DG glycosylation AlphaScreen (IIH6); 0% Pro5, 100% B10-LARGE cell signal | activation, % at 10 µM | hit rate 0.22% among 360,000;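 active = activation of at least 8% versus controls, or a plate z-score of at least 8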;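 note: Pro5 are CHO cells carrying HIG-tagged alpha-DG that lacks glycosylation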
# NR2E3 ag-1: agonists of human nuclear receptor NR2E3; Q9Y5X4; GST-NR2E3/biotin-RetCOR TR-FRET, 1536-well; inhibition of corepressor binding, % at 4.78 µM; hit rate 0.12% among 320,000; AID 2300;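 active = percent inhibition above the cutoff of mean plus 3 SD of all tested compounds, set per screening campaign, cut at about 20% in these data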;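 note: 0% = DMSO wells and 100% = biotin wells as full block of FRET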
# Target sequence (Q9Y5X4 whole entry, looked up): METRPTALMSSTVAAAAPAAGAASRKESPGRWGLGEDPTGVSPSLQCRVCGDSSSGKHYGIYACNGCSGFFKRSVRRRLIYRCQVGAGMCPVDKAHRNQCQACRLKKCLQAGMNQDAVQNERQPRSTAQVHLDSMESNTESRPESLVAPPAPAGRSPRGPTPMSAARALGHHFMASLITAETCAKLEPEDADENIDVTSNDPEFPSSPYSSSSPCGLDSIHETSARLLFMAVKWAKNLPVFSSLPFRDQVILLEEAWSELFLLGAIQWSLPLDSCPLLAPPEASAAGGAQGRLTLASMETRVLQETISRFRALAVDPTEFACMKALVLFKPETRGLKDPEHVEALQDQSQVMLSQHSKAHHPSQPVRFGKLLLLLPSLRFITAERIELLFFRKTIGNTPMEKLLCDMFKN
#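 Test system – NR2E3–RetCOR corepressor complex · Quantity – NR2E3 fusion 1.35 nM · Buffer or medium – Tris pH 7.5 · Incubation – Compound–protein incubation for 5 h at 4 °C · Technique – TR-FRET, Eu(K)-anti-GST donor, streptavidin-D2 acceptor, ex 340, em 617/671 nm · Evaluation – percent inhibition of 671/617 nm emission ratio versus biotin and DMSO controls · Plate – 1536-well format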
# HIF-2a block: inhibitors of HIF-2a. inhibition, % at 18.8 µM. AID 624352. 786-0 RCC cells HIF-2a reporter, luciferase luminescence, overnight. hit rate 0.72% among 360,000;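 active = inhibition of the luminescence signal of 40% or more relative to plate controls, in a single-dose primary screen at 18.75 µM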
# KKLEB tox: CF airway cell cytotoxicity counter-screen; KKLEB CF airway cells viability, ATPlite luminescence, overnight; stronger effect = lower value; cells stimulated with P. aeruginosa culture filtrate; activity change (cytotoxicity), % at 5 µM; hit rate 0.36% among 360,000;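 active = corrected activity change at or below -50% at 5 µM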
# TWEAK Fn14 block: inhibitors of TWEAK-Fn14 interaction signaling. TWEAK-stimulated Fn14 reporter cells, luciferase luminescence, 8 h. inhibition, % at 10 µM. hit rate 2% among 360,000. AID 1159606; in the data active = inhibition above about 50%
# NR2E3 ag-2: agonists of human NR2E3 nuclear receptor | hit rate 0.35% among 360,000 | CHO-S Gal4-NCOR/VP16-NR2E3 two-hybrid, luciferase | Q9Y5X4 | inhibition of corepressor binding, % at 3.98 µM | AID 602229;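 active = inhibition above the mean of all tested compounds plus 3 SD, cut at about 70% in these data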;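 note: 0% = DMSO with NR2E3 transfected cells and 100% = cells lacking NR2E3 construct; higher means lower luciferase signal from less NR2E3 corepressor binding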
# TRPM1 prom inh: reduces MITF-dependent TRPM1 promoter luciferase signal | SK-MEL-5 TRPM1 promoter luciferase, 24 h | inhibition, % at 12.5 µM | AID 488899 | hit rate 0.83% among 330,000;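 active = mean inhibition across replicates of 60% or more, whatever share of single replicates reaches that level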; note: values of inactives mirror those of a sister screen read the other way
# iPSC survival up: hiPSC single-cell survival enhancement. ATPlite luminescence; 100% = ROCK inhibitor wells, 0% = DMSO. survival enhancement, % at 20 µM. hit rate 0.044% among 360,000; in the data active = survival enhancement above about 18%;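 note: cells exposed to compounds for 16 hours before the ATP read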
# Shn3 3UTR inh: reduces Shn3 3'UTR luciferase signal in osteoblasts; Clone20 osteoblast Shn3 3'UTR firefly luciferase, 24 h; inhibition, % at 12.5 µM; hit rate 0.52% among 360,000; AID 588674;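 active = mean inhibition of at least 75% with every replicate also reaching 75%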;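 note: 0% = median of neutral control wells and 100% = pilot-screen positive control compound; some compounds past the cut are filed as inactive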
# CF NFkB block: inhibitors of cystic fibrosis induced NF-kB. KKLEB NF-kB-GFP reporter, PAF-induced, GFP fluorescence overnight. inhibition, % at 5 µM. hit rate 0.86% among 360,000. AID 588850;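 active = at least 50% inhibition at 5 µM, scaled per plate between neutral and stimulator controls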;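 note: PAF is a Pseudomonas aeruginosa culture filtrate used as stimulus; plate controls were PAF-stimulated DMSO wells for no effect and unstimulated DMSO wells for full effect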
# Starred values were filed as active, the others as inactive; x = no result given.
SMILES,Peg3 prom inh,aDG glyco up,NR2E3 ag-1,HIF-2a block,KKLEB tox,TWEAK Fn14 block,NR2E3 ag-2,TRPM1 prom inh,iPSC survival up,Shn3 3UTR inh,CF NFkB block
C=C(C)C1Cc2c(C)nn(-c3cccc4ccccc34)c2C1 (stereo not drawn),7,0.0,-2,15,-3,13,-3,9,3.1,16,-3
O=C(Nc1ccccc1Cl)C1CCN(S(=O)(=O)c2cccc3nonc23)CC1,-7,-0.2,1,5,2,19,-22,-8,-0.4,5,0
O=C(Nc1cc(NC(=O)c2ccccc2F)ccc1Cl)c1ccccc1,-22,0.0,1,-70,12,-4,-60,-20,0.5,-4,-21
COc1ccc(N(CC(=O)N2CCCCC2)S(=O)(=O)c2c(C)nn(C)c2C)cc1,14,-0.4,-2,3,7,12,-13,x,-1.3,-5,14
Nc1nc(-c2ccccc2)nc2nonc12,-26,-0.2,x,-27,4,-7,-4,x,2.3,-10,4
N#Cc1ccc(COC(=O)c2cnc3ccccc3n2)cc1,-2,0.1,4,15,5,14,-32,-5,-0.4,0,-11
Cc1ccc2oc(C(=O)Nc3ccc(S(=O)(=O)Nc4onc(C)c4C)cc3)cc(=O)c2c1,12,-0.1,-1,4,10,-3,-5,-6,-0.3,-13,-36
O=C1C=C(c2cccc(Cl)c2)C[C@@H](c2ccc(Cl)cc2)C1,1,0.3,0,-20,-3,-39,12,-12,5.9,-15,6
Cn1c(SCC(=O)NCCc2ccccc2)nnc1-c1ccco1,6,0.0,2,11,-5,3,-5,1,-0.2,9,4
COc1cc(Cn2c(C(=O)O)cc3sccc32)cc(OC)c1OC,10,-0.3,x,6,0,5,-12,18,-2.3,-5,-7
CCCCC[C@H](O)/C=C/[C@@H]1[C@@H](C/C=C\CCCC(=O)OC)[C@@H](O)C[C@H]1O,-8,-0.1,-1,12,2,-22,1,-4,1.1,-1,16
O=C(NCc1ccccc1F)c1ccc(S(=O)(=O)NCc2ccco2)cc1,6,0.0,x,9,12,6,-12,-10,-0.5,1,-4
Cc1cccn2c(=O)c(/C=C(\C#N)S(=O)(=O)c3ccccc3)c(N3CCCCC3)nc12,18,0.2,0,6,-6,-10,-42,x,-0.2,6,2
CC1CCN(c2nc3c(c(=O)[nH]c(=O)n3C)n2CC(C)CSc2nnnn2-c2ccccc2)CC1 (stereo not drawn),17,-0.4,1,21,-12,16,-13,7,-0.4,16,3
COC/C=C/C1=CC2=CC(=O)C(C)(OC(=O)c3cnc4ccccc4n3)C(=O)C2=CN1Cc1ccccc1 (stereo not drawn),-4,0.2,5,13,6,-6,-6,33,-2.1,-19,-1
Cc1cc2nccc(-c3ccco3)n2n1,1,-0.3,5,25,-9,12,-18,-8,2.9,18,19
COc1ccc(-n2c(-c3ccc(Cl)cc3Cl)n[nH]c2=S)c(OC)c1,7,0.0,x,14,19,-13,-24,12,0.2,-18,-9
CCOCc1cc(=O)[nH]c(SC)n1,-15,0.2,x,17,-1,13,-30,-6,0.8,-1,4
Cc1cc(C(=O)CCl)c(C)n1CCc1ccc(Cl)cc1,98*,-0.6,2,48*,-30,5,-1,78*,-1.8,41,30
COc1ccc(OC)c(NC(=O)C2COc3ccccc3O2)c1 (stereo not drawn),-38,-0.1,3,-64,-4,1,-40,-8,-0.5,-6,3
Cc1c(NC(=O)C(C)OC(=O)c2cc3c4ccccc4n(C)c3s2)c(=O)n(-c2ccccc2)n1C (stereo not drawn),11,0.9,0,5,-1,10,30,14,-0.5,6,-2
CCC(C)[C@H](N)c1cn([C@@H](Cc2cc3ccccc3[nH]2)C(=O)N2CCNCC2)nn1 (stereo partly drawn),-20,-0.1,0,10,-6,-2,-6,-1,-2.3,-5,9
Cc1ccc(-c2nnc(Cc3ccc([N+](=O)[O-])cc3)o2)cc1,-177,-0.1,3,-185,2,-29,-65,-97,0.2,x,-7
Cc1cc(C)c(S(=O)(=O)N(C)CC(=O)NC2CCCC2)c(C)c1,9,0.0,-3,14,-1,-11,-5,13,2.0,11,2

# Brought forward from above: 3 entries, followed by the next part.
SMILES,Peg3 prom inh,aDG glyco up,NR2E3 ag-1,HIF-2a block,KKLEB tox,TWEAK Fn14 block,NR2E3 ag-2,TRPM1 prom inh,iPSC survival up,Shn3 3UTR inh,CF NFkB block
CCC(C)[C@H](N)c1cn([C@@H](Cc2cc3ccccc3[nH]2)C(=O)N2CCNCC2)nn1 (stereo partly drawn),-20,-0.1,0,10,-6,-2,-6,-1,-2.3,-5,9
Cc1ccc(-c2nnc(Cc3ccc([N+](=O)[O-])cc3)o2)cc1,-177,-0.1,3,-185,2,-29,-65,-97,0.2,x,-7
Cc1cc(C)c(S(=O)(=O)N(C)CC(=O)NC2CCCC2)c(C)c1,9,0.0,-3,14,-1,-11,-5,13,2.0,11,2
CCOC(=O)c1cccc(NC(=O)CSc2nnc(COc3ccccc3C)o2)c1,8,-0.2,0,-14,3,-3,-14,-5,7.2,-15,-7
O=C(Nc1ccccc1)c1nc[nH]c1C(=O)NCCCCCCNC(=O)c1[nH]cnc1C(=O)Nc1ccccc1,62*,-0.3,x,5,-8,69*,-14,13,-1.6,5,7
CCCCN1C(=O)C(CC(=O)NCCc2ccccn2)CC(C(=O)N2CCCCCC2)=C1C (stereo not drawn),x,-0.2,x,8,x,10,2,x,-0.2,x,x
Cn1c(=O)oc2cc(S(=O)(=O)N3CCN(c4ccccn4)CC3)ccc21,18,1.2,-2,7,2,-4,2,2,1.0,14,4
COc1ccc(CN(C)CC(=O)Nc2ccc(Cl)cc2C(F)(F)F)c(OC)c1,17,0.8,-3,2,-11,-23,-9,-8,-0.8,5,16
CC(=O)Nc1ccc(S(=O)(=O)Oc2cccc(N3C(=O)C4CC=CCC4C3=O)c2)cc1 (stereo not drawn),8,0.0,4,21,0,10,12,-3,0.3,9,-7
COCCCn1c(C(=O)NC2CCCCC2)cc2c(=O)n3cccc(C)c3nc21,17,0.4,x,-16,10,-15,9,x,-2.6,2,-55
CCOC(=O)c1ccc(S(=O)(=O)N2CCN(C3CC(=O)N(c4ccc(OC)cc4)C3=O)CC2)cc1 (stereo not drawn),9,0.0,x,8,8,18,5,-11,-0.7,-8,-5
N#C/C(=C(/O)COC(=O)c1ccc2c(c1)OCCO2)c1nc2ccccc2[nH]1,1,-0.3,1,-17,7,4,-17,7,-0.3,-12,-9
Fc1ccc(-n2cc(CNCCc3cccnc3)c(-c3ccccc3Cl)n2)cc1,10,0.1,-1,9,-15,3,5,-6,-0.6,8,28
COc1cccc(C(=O)NCCN2CCN(c3ccccc3)CC2)c1,-11,0.1,-2,18,6,-10,-36,11,1.2,7,-5
O=C(CCn1nnc2ccccc21)OCC(=O)c1ccc(F)cc1,11,-0.1,6,9,12,7,-11,3,2.4,3,-7
COc1ccc(/C=C/c2c(-c3ccc(OC)cc3)sc3cc(OC)c(OC)cc23)cc1,-3,-0.3,x,-6,-2,1,-54,5,1.7,-2,17
CCOC(=O)CC(NS(=O)(=O)c1ccc2[nH]cc(C(=O)O)c(=O)c2c1)c1ccc(OCC)c(OC)c1 (stereo not drawn),-2,0.0,5,7,4,8,-17,-7,-0.3,-6,-8
C/C(=N\NC(=O)c1ccc(-c2ccccc2)cc1)c1ccco1,-138,0.0,2,-146,-7,-9,-25,-24,3.8,-9,-24
CCCCCC(=O)Nc1nc(C)c(-c2csc(Nc3cc(Cl)ccc3C)n2)s1,7,0.3,-1,17,-20,-14,9,13,-0.9,17,6
NC(=O)CN1C(=O)C(=O)N(Cc2ccc(Cl)cc2)C1=O,8,0.0,3,20,3,18,-3,5,-0.4,-12,6
O=c1[nH][nH]c(-c2ccccc2)c1C=Nc1cccc(Cl)c1,5,0.1,1,9,-7,-11,20,17,-1.0,4,-2
CCCNC(=O)N1CCC(c2ccc3c(c2)OCO3)CC1,0,0.0,2,10,1,14,-31,6,0.3,-12,-5
CC(C)NC(=O)C12CC3CC(C1)CC(C(=O)NC(C)C)(C3)C2,7,0.0,0,10,-8,-5,-18,5,-1.1,12,15
COc1ccc(CCNC(=O)CCc2nnc(Cc3ccc4c(c3)OCO4)o2)cc1,-27,0.0,1,0,10,2,-27,3,-0.2,-16,-15
Cc1noc(C)c1C(=O)N(C)CC(=O)Nc1ccc(F)c(F)c1F,6,-0.2,3,13,8,7,-11,-4,-0.5,-7,-18
COc1ccc(S(=O)(=O)N2CCn3c2nc2ccccc23)cc1,15,0.1,-1,12,-3,1,2,4,2.8,7,5
O=C(Nc1ccccc1)c1cc(C2CCCN(C(=O)CCc3ccccc3)C2)on1 (stereo not drawn),-299,0.1,x,-295,1,3,-106,x,-2.7,-14,0
COc1ccccc1NS(=O)(=O)c1cc(C(=O)NCC(c2cccs2)N2CCOCC2)ccc1C (stereo not drawn),2,0.2,1,2,-4,-15,-10,17,-0.4,0,-4
CCN1C(=O)C(CC(=O)Nc2ccc(OC)cc2)N(Cc2ccc(OC)c(OC)c2)C1=S (stereo not drawn),7,-0.2,2,11,25,-3,-13,x,0.6,3,-9
Cc1ccc(S(=O)(=O)N2CCCCC2)cc1C(=O)Nc1ccccn1,-10,0.1,3,7,7,5,-22,5,-0.1,6,6
CCOc1ccccc1CNCc1ccc(C(=O)O)cc1,-1,0.2,1,13,-6,9,-20,-8,0.6,-13,-4
CC1Cc2[nH][nH]c(=O)c2C(C2CC2)O1 (stereo not drawn),x,0.2,x,2,x,4,-6,x,-0.4,x,x
Cc1ccc(N(Cc2cc3ccc(C)cc3[nH]c2=O)C(=O)c2ccco2)c(C)c1,12,2.4*,-2,15,5,11,-13,8,-0.1,12,-10
O=C(CSc1nnc2ccccn12)N1CCOCC1,5,-0.3,-1,-6,-2,9,-29,-14,1.7,-26,-4
Cc1ccc(CNS(=O)(=O)c2c(C(=O)N3CCCCC3)c(C)n(C)c2C)o1,16,0.1,-3,8,-10,3,0,4,-0.3,6,10
COCCN(C(=O)C1CCC1)c1c(N)n(CC(C)C)c(=O)[nH]c1=O,15,-0.2,4,3,-18,-1,-8,3,-0.3,5,13
CCn1ncc([N+](=O)[O-])c1C(=O)Nc1cc(C)on1,-13,0.1,2,14,6,2,-19,7,0.8,-12,5
C#CCSc1nsc(SCC#C)c1C#N,-29,0.4,2,-10,5,-3,-21,8,0.1,21,-10
CC(C)(C)NC(=O)c1cc(NC(=O)c2ccco2)cc(NC(=O)c2ccco2)c1,26,-0.3,-2,16,-4,1,5,11,-0.5,-2,-10
COc1ccc(Cc2nnc(NC(=O)c3ccccc3F)s2)cc1OC,11,0.0,-1,4,0,12,-36,-2,-0.5,-5,17
CC(C)(C)NS(=O)(=O)c1ccc2c(c1)oc(=O)c1cc(S(=O)(=O)NC(C)(C)C)ccc12,11,0.2,-2,7,5,1,-9,3,-2.1,3,-12
O=C(COC(=O)/C=C/c1cccc(F)c1)NC1CCCC1,2,-0.3,-3,-9,10,-15,5,-1,-2.7,0,13

# Bioassay records: PubChem BioAssay, several laboratories
